AI-2 QS mod: modulators of Vibrio harveyi AI-2 quorum sensing system | Vibrio harveyi JMH597 AI-2 luminescence/OD600 ratio, 9 h; stronger effect = lower value; strain lacks LuxN and CqsS sensors; 0 = neutral-control median | activity change, % at 7.5 µM | 300,000 tested, 0.4% active; in the data active = activity change below about -75%, passing the limit was not always enough; inconclusive = no clear call, values can overlap the other calls;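 also: luminescence divided by OD600 gain over 9 h not by final OD600 alone; inactives centre near 13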
HSF-1 act: increases HSF-1 driven luciferase reporter signal; NIH3T3-HGL HSF-1 luciferase reporter, MG132, 8 h; 100% = twice DMSO control signal; activation, % at 9 µM; 300,000 tested, 1.7% active; AID 504408;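 active = mean replicate activation of at least 50% with a set share of replicates each reaching 50%; inconclusive = only one of those two conditions met; inactive = mean below 50% and too few replicates reaching it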;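 also: 0% = median of the neutral control wells and 100% = twice that signal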
IEC-6 tox: kills IEC-6 intestinal cells in KLF5 counter-screen; IEC-6 cytotoxicity, luminescence viability; inhibition, % at 5 µM; 290,000 tested, 0.78% active; in the data active = inhibition above about 22%;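 also: 0% = plate median of test compound wells and 100% = cytotoxic reference compound wells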
HDAC3 inhib: blocks human histone deacetylase 3 | AID 2718 | recombinant HDAC3, fluorogenic peptide/trypsin coupled, fluorescence | 320,000 tested, 0.15% active | inhibition, % at 8.3 µM | O15379; in the data active = inhibition above about 26%, passing the limit was not always enough; inconclusive = no clear call, values can overlap the other calls
Target sequence (O15379 whole entry, looked up): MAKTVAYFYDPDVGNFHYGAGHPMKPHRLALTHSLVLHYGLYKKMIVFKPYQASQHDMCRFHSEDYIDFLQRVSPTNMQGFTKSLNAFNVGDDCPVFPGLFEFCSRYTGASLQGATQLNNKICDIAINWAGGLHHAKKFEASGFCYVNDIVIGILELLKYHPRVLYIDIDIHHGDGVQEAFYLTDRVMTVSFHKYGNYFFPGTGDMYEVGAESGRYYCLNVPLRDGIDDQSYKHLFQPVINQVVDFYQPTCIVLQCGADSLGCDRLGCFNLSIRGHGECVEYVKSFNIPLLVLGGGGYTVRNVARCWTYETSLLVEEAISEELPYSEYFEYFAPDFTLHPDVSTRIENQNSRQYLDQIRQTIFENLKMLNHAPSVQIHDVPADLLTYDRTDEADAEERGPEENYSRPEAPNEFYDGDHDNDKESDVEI
KLF5 inhibitor: suppresses KLF5 promoter-driven expression | AID 1700 | inhibition, % at 5 µM | DLD-1 KLF5 promoter-luciferase reporter, luminescence | 290,000 tested, 0.23% active;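 active = inhibition above a per-plate limit of that plate's mean compound inhibition plus 3 SD, cut at about 60% in these data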;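 also: 0% = DMSO wells and 100% = LY294002 at 200 µM; higher means less KLF5 promoter-driven luciferase light; inactives centre near -14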
Platelet DG rel: platelet dense granule release activity. human platelet-rich plasma, SFLLRN dense granule ATP release, luminescence. inhibition, %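 (compounds screened at 7.5 µM in platelet-rich plasma)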. 300,000 tested, 0.22% active;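 active = mean replicate score, as percent of positive control, at or above 50; inconclusive = mean below 50 but at least one replicate at or above 50; inactive = mean and every replicate below 50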
HIF activator: HIF pathway transcriptional activation; U2OS HRE-luciferase reporter, luminescence; normalized: DMSO 0%, desferrioxamine 100%; activation, % at 7.5 µM (by protocol); 300,000 tested, 0.32% active; AID 1910;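 active = mean activation of at least 10% of the iron chelator positive control signal, with at least half of replicates also reaching 10%; inconclusive = mean and replicate majority disagree about reaching 10%; inactive = mean and most replicates under 10%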
HSP90 inh: blocks HSP90-mediated luciferase refolding in reticulocyte lysate; Rabbit reticulocyte lysate, luciferase refolding luminescence, 3 h; inhibition, % at 5.6 µM; 290,000 tested, 0.91% active;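 active = inhibition above the screen-wide mean plus 3 SD, computed separately per campaign, cut at about 16% in these data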;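 also: 0% = DMSO wells and 100% = 60 µM geldanamycin wells; inhibitors lower the luminescence because luciferase stays unfolded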
aSyn 5UTR inh: 5' untranslated region of α-synuclein, MLPCN primary screen; 300,000 tested, 0.82% active; inhibition, % (tested at 7.5 µM); AID 1813; alpha-synuclein 5'UTR reporter, inhibitor activity; in the data active = inhibition above about 60%; inconclusive = no clear call, values can overlap the other calls;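 also: H4 neuroglioblastoma cells stably carrying SNCA 5'UTR luciferase fusion; 0% = DMSO wells and 100% = positive control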
HSF1 inh: HSF1 inhibition; NIH3T3-HGL HSE-luciferase, MG132-induced, luminescence 8 h; stronger effect = lower value; activity change, negative = inhibition, % at 7.5 µM (by protocol); 300,000 tested, 0.77% active;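 active = more than half of replicate wells show activity change below -50%, luminescence cut by over half; inconclusive = some wells, but at most half, below -50%; inactive = no replicate well below -50%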;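 also: luciferase reports HSF-1 transcriptional activity via heat shock element; 0% = median of DMSO wells and -100% = zero luminescence signal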
* hit, by the source's call; ? = inconclusive; . = no result given.

item	SMILES	IEC-6 tox	HDAC3 inhib	HSP90 inh	HIF activator	Platelet DG rel	aSyn 5UTR inh	KLF5 inhibitor	HSF-1 act	HSF1 inh	AI-2 QS mod
1	CC1(C)C(=O)NCCN1C(=O)CCC(=O)O	1	0	3	-0.8	-1	-3	10	18	-1	7
2	Cc1nc(NC(=O)C2CC2)sc1C(=O)NC1CCCCC1	-1	0	4	-0.2	-9	4	14	9	-4	-8
3	Cc1cccc(N2C(=O)C(Cc3ccccc3)NC2=S)c1 (stereo not drawn)	0	-6	-1	-0.5	8	-7	-15	-3	-5	19
4	CC(C)C(=O)NC(=S)Nc1ccc(S(=O)(=O)NC(C)(C)C)cc1	1	0	2	-0.7	-12	-4	-19	2	-7	30
5	O=C(O)CCCC(=O)N1CCC(C(O)(c2ccccc2)c2ccccc2)CC1	3	2	3	0.2	-3	10	-5	-15	-2	-7
6	O=C(COc1ccc(F)cc1)Nc1ccc2c(c1)OCCO2	-2	2	-3	2.8	16	-144	-125	12	7	26
7	c1ccc(C2=Nn3c(nnc3-c3cccnc3)SC2)cc1	-3	2	-2	0.3	4	30	2	50	6	15
8	CNc1nc(OCCNC(=O)Nc2ccccc2)nc(N2CCOCC2)n1	-4	5	5	-0.2	0	23	7	-6	-4	22
9	CCOc1ccccc1NC(=O)CCNS(=O)(=O)c1cccc2nonc12	-1	1	-1	0.0	-3	-25	-34	10	1	17
10	O=C(NCc1cccs1)C(=O)NCC(c1ccco1)N1CCN(c2ccc(F)cc2)CC1 (stereo not drawn)	6	2	2	0.2	-7	1	-1	10	1	22
11	CCCN(CCC)Cc1c(C(=O)N/N=C/c2ccc(C)o2)nnn1-c1nonc1N	4	-4	-2	0.2	5	14	-15	26	6	30
12	CCCc1cc(N2CCOCC2)n2nc(C)c(-c3ccccc3)c2n1	4	-2	2	0.9	3	11	-31	-23	-17	-2

Reformatted: entries from further up.
5: O=C(O)CCCC(=O)N1CCC(C(O)(c2ccccc2)c2ccccc2)CC1
6: O=C(COc1ccc(F)cc1)Nc1ccc2c(c1)OCCO2
7: c1ccc(C2=Nn3c(nnc3-c3cccnc3)SC2)cc1
assay / compound | 5 | 6 | 7
IEC-6 tox | 3 | -2 | -3
HDAC3 inhib | 2 | 2 | 2
HSP90 inh | 3 | -3 | -2
HIF activator | 0.2 | 2.8 | 0.3
Platelet DG rel | -3 | 16 | 4
aSyn 5UTR inh | 10 | -144 | 30
KLF5 inhibitor | -5 | -125 | 2
HSF-1 act | -15 | 12 | 50
HSF1 inh | -2 | 7 | 6
AI-2 QS mod | -7 | 26 | 15

A different layout for 7 compounds above.
(6) O=C(COc1ccc(F)cc1)Nc1ccc2c(c1)OCCO2
(7) c1ccc(C2=Nn3c(nnc3-c3cccnc3)SC2)cc1
(8) CNc1nc(OCCNC(=O)Nc2ccccc2)nc(N2CCOCC2)n1
(9) CCOc1ccccc1NC(=O)CCNS(=O)(=O)c1cccc2nonc12
(10) O=C(NCc1cccs1)C(=O)NCC(c1ccco1)N1CCN(c2ccc(F)cc2)CC1 (stereo not drawn)
(11) CCCN(CCC)Cc1c(C(=O)N/N=C/c2ccc(C)o2)nnn1-c1nonc1N
(12) CCCc1cc(N2CCOCC2)n2nc(C)c(-c3ccccc3)c2n1

screen / no. | 6 | 7 | 8 | 9 | 10 | 11 | 12
IEC-6 tox | -2 | -3 | -4 | -1 | 6 | 4 | 4
HDAC3 inhib | 2 | 2 | 5 | 1 | 2 | -4 | -2
HSP90 inh | -3 | -2 | 5 | -1 | 2 | -2 | 2
HIF activator | 2.8 | 0.3 | -0.2 | 0.0 | 0.2 | 0.2 | 0.9
Platelet DG rel | 16 | 4 | 0 | -3 | -7 | 5 | 3
aSyn 5UTR inh | -144 | 30 | 23 | -25 | 1 | 14 | 11
KLF5 inhibitor | -125 | 2 | 7 | -34 | -1 | -15 | -31
HSF-1 act | 12 | 50 | -6 | 10 | 10 | 26 | -23
HSF1 inh | 7 | 6 | -4 | 1 | 1 | 6 | -17
AI-2 QS mod | 26 | 15 | 22 | 17 | 22 | 30 | -2

(next part)
item	SMILES	IEC-6 tox	HDAC3 inhib	HSP90 inh	HIF activator	Platelet DG rel	aSyn 5UTR inh	KLF5 inhibitor	HSF-1 act	HSF1 inh	AI-2 QS mod
13	c1ccc2c(COn3nnc4ccccc43)cccc2c1	0	4	-1	1.7	22	-223	-123	40	20	.
14	Oc1ccc(/C=N/Nc2nc(-c3ccc(Cl)cc3)cc(C(F)(F)F)n2)cc1	-12	14	5	-1.5	0	0	-14	3	6	80
15	Cn1ncc([N+](=O)[O-])c1C(=O)N/N=C/c1cccc([N+](=O)[O-])c1	0	7	-1	-0.8	-7	20	-9	-4	-4	17
16	COc1ccc(OCCCC(=O)NCc2ccco2)cc1	2	-4	1	-0.2	-8	28	-16	-4	-4	-8
17	O=C(O)c1ccccc1/C=N/Nc1ccc(S(=O)(=O)N2CCOCC2)cc1[N+](=O)[O-]	-11	11	-2	0.1	-1	10	-43	0	-8	25
18	O=C1/C(=C/c2ccncc2)SC(=S)N1N1CCOCC1	0	1	4	0.0	3	2	3	4	-6	28
19	COc1ccccc1CCN1CCCC(CN(C)C(=O)CCC(=O)N(C)C)C1 (stereo not drawn)	-1	-4	1	-0.2	0	4	-32	22	1	15
20	Cc1cccc(Nc2nc(-c3ccc(F)cc3)cs2)n1	15	-4	4	2.7	1	-137	-153	42	22	.
21	COC(=O)COc1cccc(NC(=O)c2cccc(C)c2)c1	-4	5	-1	-0.3	-6	-8	-1	14	4	14
22	CCSc1c(-c2ccccc2)nc2c(C)cccc2c1C(=O)O	0	2	-2	0.4	-7	5	-14	3	-5	10
23	CCc1ccc(C(=O)Nn2c(C)nc3ccccc3c2=O)cc1	-3	3	1	0.3	-5	5	-11	-10	-12	-1
24	CSC1=C(C#N)C(c2ccccc2Cl)C(C(C)=O)=C(C)N1 (stereo not drawn)	-1	-1	-1	-0.1	0	7	1	39	19	14
25	Cc1[nH]cnc1C(=O)N/N=C/c1ccc([N+](=O)[O-])s1	0	6	3	-1.7	43	28	-62	12	4	?
26	Cn1cc(CN2CCC[C@H]2CO)c(-c2cccc(Cl)c2)n1	-5	-3	1	-0.4	-1	-11	1	-6	-4	23
27	Cc1csc(NC(=O)CSC2=NS(=O)(=O)c3cc(F)ccc3N2)n1	.	-1	.	-33	6	-6	.	-4	4	23
28	CNS(=O)(=O)c1cc(OC)c(OC)cc1CC(=O)OC	-3	-5	0	0.2	3	5	-19	-5	-4	15
29	CC1CCCCN1C(=O)/C(=C\c1ccccc1)c1ccccc1 (stereo not drawn)	-4	3	-1	-0.1	2	-11	-33	13	0	2
30	Cn1c(=O)oc2cc(S(=O)(=O)NCCc3ccccc3)ccc21	8	2	1	-0.3	4	-8	-9	30	3	10
31	Cn1ccnc1SCC(=O)Nc1ccc2nc(SCC(=O)NC3CC3)sc2c1	2	2	2	2.4	-5	-152	-101	1	10	16
32	CCOc1ccc(NC(=O)N2CCC(C(N)=O)(N3CCCCC3)CC2)cc1	-4	-3	1	0.2	-5	-10	-9	-8	1	-2
33	O=C(N/C(=C\c1ccc(Br)cc1)c1nc2ccccc2[nH]1)c1ccco1	-1	2	-2	0.3	-4	-20	-8	6	0	-2
34	O=C(O)C1(S(=O)(=O)c2ccc(Cl)cc2)CCC1	-5	0	-3	-2.5	20	23	0	4	-6	.
35	COc1ccc(-c2cc(C(=O)NCC(c3ccco3)N(C)C)c3ccccc3n2)cc1OC (stereo not drawn)	.	0	.	0.7	-1	-8	.	1	-1	20
36	COc1cccc(CN2CC(C(=O)NCCCn3ccnc3C)CCC2=O)c1 (stereo not drawn)	-2	-2	-3	-0.8	20	-31	-32	6	-2	12
37	O=C(N/N=C/c1ccncc1)c1cc2ccccc2cc1O	-1	8	-1	2.2	-7	-21	-29	312*	240	18
38	CCOc1ccc(CCN2CN(C3CCCCC3)CNC2=S)cc1OCC	-2	-1	-4	3.3	1	25	-25	12	4	6
39	Cc1ccnc2nc(C(=O)NCc3ccccc3)nn12	-6	-7	1	0.6	-2	-46	-14	-7	0	33
40	O=C(O)CNS(=O)(=O)c1cccc2nsnc12	-4	-2	-2	0.0	10	7	-42	-6	-10	1
41	CCc1ccc(C2=NN(C(=O)CCC(=O)O)C(c3cccs3)C2)cc1 (stereo not drawn)	3	4	-3	0.7	8	-33	-19	13	13	43
42	COc1ccc(-n2cnc3sc4c(c3c2=O)CCCC4)cc1	6	-2	0	0.5	0	-88	-28	41	22	-2
43	CSc1nsc(SC)c1NC(=O)N1CCCCC1	-4	-5	4	0.2	3	-13	-14	-13	-5	-1
44	Cc1cccc(NC(=O)Cn2cc(C(=O)c3ccco3)c3ccccc32)c1	-1	6	-2	0.0	19	21	-33	-13	1	13
45	CCCCCn1c(Sc2ncccn2)nc2c1c(=O)[nH]c(=O)n2C	9	-4	-1	0.3	4	34	-39	14	8	19
46	Cn1c(=O)c2c(nc(OCc3cccnc3)n2Cc2c(F)cccc2Cl)n(C)c1=O	-3	-5	2	0.5	-2	1	14	1	-2	2
47	S=C(NC1CCCCC1)N1CCc2[nH]c3ccccc3c2C1	0	-5	-5	0.0	0	-54	-15	16	6	10
48	CCCCS(=O)(=O)NC1=NCN(CCOC(=O)c2ccccc2)CN1	5	-13	-1	0.0	12	23	-19	4	-5	16

HSF-1 act, hit marks shown above
| nr | molecule | HDAC3 inhib | HSP90 inh | Platelet DG rel | aSyn 5UTR inh | KLF5 inhibitor | HSF-1 act | HSF1 inh | AI-2 QS mod |
| --- | --- | --- | --- | --- | --- | --- | --- | --- | --- |
| 37 | O=C(N/N=C/c1ccncc1)c1cc2ccccc2cc1O | 8 | -1 | -7 | -21 | -29 | 312* | 240 | 18 |

Further records follow:
item	SMILES	IEC-6 tox	HDAC3 inhib	HSP90 inh	HIF activator	Platelet DG rel	aSyn 5UTR inh	KLF5 inhibitor	HSF-1 act	HSF1 inh	AI-2 QS mod
49	Cc1ccc(N2CCN(C(=S)c3ccc(-c4cccc([N+](=O)[O-])c4)o3)CC2)cc1	-2	3	5	0.1	-2	-11	-25	25	4	27
50	COc1ccc(NC(=O)CC2Oc3ccccc3NC2=O)cc1 (stereo not drawn)	5	-1	1	.	0	-19	-21	-1	-2	44
51	CCOC(=O)Cc1cc(=O)n2[nH]c(C)c(-c3ccc(Cl)cc3)c2n1	-2	-15	-3	0.0	-4	22	-11	-6	-2	85
52	O=C(CN1C(=O)NC2(CCCC2)C1=O)N1CCN(c2cccc(C(F)(F)F)c2)CC1	.	-1	.	-0.7	-6	18	.	-8	-3	22
53	CC(C)CCOCC(O)CCC(=O)NNC(=S)Nc1ccccc1 (stereo not drawn)	-2	-1	3	-0.3	1	-12	11	10	6	13
54	O=C1CCCC2=C1C(c1ccncc1)n1c(nc3ccccc31)N2 (stereo not drawn)	0	-48	-1	-0.8	5	5	4	10	1	19
55	COC/C=C/C1=CC2=CC(=O)C(C)(OC(=O)c3cnc4ccccc4n3)C(=O)C2=CN1c1ccc(OC)cc1 (stereo not drawn)	.	0	.	0.3	18	19	.	-1	6	38
56	C=CCn1c(SCc2cc(=O)n3ccsc3n2)nnc1C1CCCCC1	2	2	0	0.0	0	20	2	-6	1	37
57	COc1ccc(CC(=O)Nc2nc3ccccc3s2)cc1S(=O)(=O)N1CCOCC1	-2	3	1	-0.1	4	-5	9	-11	-2	19
